Screens as filed in PubChem.
TRPC6 inh = mouse TRPC6 channel inhibitors, primary screen, cell-based, HEK293, membrane potential dye. Short transient receptor potential channel 6 (Mus musculus), Q61143. 310,000 tested, 1.1% active. ACh-evoked depolarization; active compounds read low. B-score at 10 µM;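 active means B-score under library mean minus 3 SD, initial fluorescence not abnormally high, positive integrated signal ratio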;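 further: B-score derived from integrated fluorescence ratio over the kinetic read; more negative B-score means stronger inhibition of depolarization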
MrgX1 allo act = positive allosteric modulators of MrgX1, primary screen, HEK293 cells, Fluo-4 calcium flux. 310,000 tested, 0.63% active. FDSS; active compounds read high. Mas-related G-protein coupled receptor member X1 (Homo sapiens), Q96LB2. B-score at 10 µM;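 active means plate-corrected calcium response at least 3 library SD above typical, normal starting fluorescence, not activating the receptor alone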;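 further: compound read alongside a low EC10 to EC30 dose of BAM8-22 agonist; peak minus trough fluorescence over baseline measured at the second addition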
MrgX1 ag = agonists of human MrgX1 receptor, primary screen, HEK293 cells, Fluo-4 calcium flux | B-score at 10 µM | Fluo-4 calcium fluorescence, agonist mode; active compounds read high | Mas-related G-protein coupled receptor member X1 (Homo sapiens), Q96LB2 | 310,000 tested, 0.44% active;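 active means calcium response B-score plate-corrected fluorescence ratio at least 3 library SD, with starting fluorescence B-score inside 5 SD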
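times = overnight plating, then 30 min 37 °C plus 30 min room-temperature dye loading | assay system = stable human MrgX1 HEK293 cell line | input = fifteen thousand cells per well | signal = kinetic calcium dye fluorescence, Fluo-4 NW | dosing = compound delivered in addition one of three | read-out = B-scored fluorescence response ratio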
TRPC4 agonist = activators of mouse TRPC4 channel, primary screen, Fluo4 calcium, HEK293 TRPC4beta/mu-opioid cells; Short transient receptor potential channel 4 (Mus musculus), Q9QUQ5; Fluo4 calcium fluorescence; active compounds read high; B-score at 10 µM; 310,000 tested, 0.49% active;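 active means B-score above 5 SD of library B-scores, and initial fluorescence ratio not above library mean plus 5 SD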;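 further: positive B-score marks a calcium rise read as TRPC4 activation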
Target sequence (Q9QUQ5 whole entry, looked up): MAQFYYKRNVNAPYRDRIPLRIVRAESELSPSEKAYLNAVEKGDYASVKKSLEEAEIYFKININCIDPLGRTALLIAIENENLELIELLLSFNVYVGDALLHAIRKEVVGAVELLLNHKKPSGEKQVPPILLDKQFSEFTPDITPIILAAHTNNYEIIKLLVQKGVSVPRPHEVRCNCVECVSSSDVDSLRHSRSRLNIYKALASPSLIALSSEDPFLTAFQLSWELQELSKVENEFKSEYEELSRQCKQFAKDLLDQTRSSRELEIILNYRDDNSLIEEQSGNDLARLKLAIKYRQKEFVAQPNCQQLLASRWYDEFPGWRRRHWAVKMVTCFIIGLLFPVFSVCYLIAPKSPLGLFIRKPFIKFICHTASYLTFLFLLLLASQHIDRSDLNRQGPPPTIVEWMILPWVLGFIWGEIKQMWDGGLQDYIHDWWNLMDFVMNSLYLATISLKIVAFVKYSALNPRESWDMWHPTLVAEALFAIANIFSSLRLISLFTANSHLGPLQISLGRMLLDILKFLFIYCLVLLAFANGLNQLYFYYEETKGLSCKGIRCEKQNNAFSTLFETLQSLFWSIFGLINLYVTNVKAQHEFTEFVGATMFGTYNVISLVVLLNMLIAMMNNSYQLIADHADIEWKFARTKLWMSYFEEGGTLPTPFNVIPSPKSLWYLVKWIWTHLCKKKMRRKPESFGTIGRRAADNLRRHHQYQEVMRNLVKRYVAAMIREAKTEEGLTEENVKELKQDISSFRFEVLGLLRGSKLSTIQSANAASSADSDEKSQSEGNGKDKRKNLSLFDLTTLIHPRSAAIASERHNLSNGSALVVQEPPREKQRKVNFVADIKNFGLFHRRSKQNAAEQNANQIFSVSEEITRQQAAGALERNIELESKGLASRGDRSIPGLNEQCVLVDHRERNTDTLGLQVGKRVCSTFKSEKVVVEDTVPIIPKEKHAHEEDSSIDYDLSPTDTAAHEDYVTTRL
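system = HEK293 cells stably co-expressing mouse TRPC4beta and mu-opioid receptor | schedule = Fluo4 dye loading 45 min at room temperature, 110 s recording | measure = B-scored integrated calcium fluorescence ratio | signal = Fluo4 calcium-sensitive dye fluorescence, kinetic, 1 Hz baseline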
ANO1 activ = TMEM16A chloride channel activators or potentiators, primary screen, cell-based, HTS; HEK293 TMEM16A/YFP-H148Q/I152L, iodide quench fluorescence; active compounds read low; B-score at 10 µM; 340,000 tested, 0.3% active; Anoctamin-1 (Mus musculus), Q8BHY3; AID 623877, 2012;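 active means fluorescence-ratio B-score plate-corrected deviation score at least 3 library SD below zero, with starting fluorescence score within 5 deviations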;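 further: channel opened by trigger with iodide after compound preincubation; score built on the fluorescence ratio of max minus min over baseline; more negative score means more quench and so TMEM16A activation or potentiation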
MrgX1 antag = antagonists of human MrgX1 receptor, primary screen, HEK293 cells, Fluo-4 calcium flux; BAM8-22 antagonism; active compounds read low; B-score at 10 µM; 310,000 tested, 1.3% active; AID 588676, 2011;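 active means calcium-response B-score plate-corrected more than 3 library SD below zero, starting fluorescence within 5 deviations, no agonist response on first addition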;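 further: peak minus trough fluorescence over baseline after final BAM8-22 challenge near maximal dose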
TRPC4 PAM = positive allosteric modulators of TRPC4, primary screen, cell-based, mouse TRPC4beta, HEK293 mu-opioid, Fluo-4 calcium; Short transient receptor potential channel 4 (Mus musculus), Q9QUQ5; DAMGO EC20, Fluo-4 Ca2+ flux; active compounds read high; B-score at 10 µM; 310,000 tested, 0.42% active; AID 2227, 2009;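 active means B-score of calcium response area above 5 SD of library B-scores, with initial fluorescence ratio within 5 SD of library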;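 further: B-score of integrated fluorescence ratio over time as area under calcium response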
SKKanGAS inh = S. pyogenes SKKanGAS growth inhibitors in kanamycin, primary screen, streptokinase expression inhibitor project, SKKanGAS strain, BacTiter-Glo luminescence. 6 h. inhibition, % at 7.5 µM. 300,000 tested, 1.3% active;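 active means mean replicate score, as percent of positive control median, at least 50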;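 further: strain carries kanamycin resistance gene driven by streptokinase promoter and grows in 40 µg/ml kanamycin; loss of luminescence reflects streptokinase promoter inhibition or plain growth inhibition; 0% = median of DMSO wells and 100% = positive control at its reference dose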
TRPC6 activator = mouse TRPC6 channel activators, primary screen, cell-based, HEK293, membrane potential dye; AID 2550, 2010; Short transient receptor potential channel 6 (Mus musculus), Q61143; 310,000 tested, 0.13% active; HEK293-TRPC6 membrane potential dye fluorescence; active compounds read high; B-score at 10 µM;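 active means B-score of the integrated fluorescence ratio above library mean plus 3 SD, and starting fluorescence ratio within library mean plus 5 SD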;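 further: higher score means more depolarization so channel activation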
TRPC4 block = inhibitors of mouse TRPC4 channel, primary screen, Fluo4 calcium, HEK293 TRPC4beta/mu-opioid cells. Short transient receptor potential channel 4 (Mus musculus), Q9QUQ5. DAMGO-evoked Fluo4 calcium flux; active compounds read low. B-score at 10 µM. 300,000 tested, 0.39% active;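 active means B-score over 3 SD under the library average, no early fluorescence shift, positive overall ratio signal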
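Assay system: HEK293 cells with stable TRPC4beta plus mu-opioid receptor expression; Probe or stimulus: DAMGO in two steps, submaximal then maximal; Dosing: single-point compound dosing; Measured by: Fluo4 calcium-dye fluorescence, kinetic read; Read-out basis: B score from integrated Fluo4 fluorescence ratio.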
TMEM16A inh = TMEM16A chloride channel inhibitors, primary screen, cell-based, HTS; Anoctamin-1 (Mus musculus), Q8BHY3; HEK293 TMEM16A/YFP iodide influx fluorescence, ionomycin; normalized B-score (activity score, 25-100; higher = stronger inhibition) at 10 µM; 310,000 tested, 1.2% active; AID 588511, 2011;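 active means ratio plate-corrected score three or more library SD toward inhibition, starting fluorescence score within five deviations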;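 further: score derived from kinetic fluorescence span divided by baseline fluorescence per well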
* marks the source's active call; other numbers are inactive results; i = inactive; nt = no result given.

SMILES | TRPC6 inh | MrgX1 allo act | MrgX1 ag | TRPC4 agonist | ANO1 activ | MrgX1 antag | TRPC4 PAM | SKKanGAS inh | TRPC6 activator | TRPC4 block | TMEM16A inh
CCn1cc(CN(C)C(=O)/C=C/c2ccc([N+](=O)[O-])cc2)c(C)n1 | i | i | i | i | i | i | i | -4.2 | i | i | i
COc1ccc(CCCC(=O)N/N=C/c2cccc(OC)c2O)cc1C | i | i | i | i | i | i | i | 75.3* | i | i | i
Cc1ccc(-c2nnn3c2nc(NC(C)C)c2ccccc23)cc1 | i | i | i | i | i | i | i | 14.0 | i | i | i
C=CCN1C(=Nc2ccccc2)SC/C1=C\C(=O)OC | i | i | i | i | i | i | i | -2.5 | i | i | i
Cc1c(OC(C)C(=O)NCCCN2CCCC2=O)ccc2c3c(c(=O)oc12)CCCC3 (stereo not given) | i | i | i | i | i | i | i | -3.2 | i | i | i
CSc1cnn(Cc2ccccc2)c(=O)c1SCc1ccccc1 | i | i | i | i | i | i | i | 67.6* | i | i | i
COc1ccc(OCc2cc(C(=O)NCCc3ccccc3)no2)c(Cl)c1 | i | i | i | i | i | i | i | -4.2 | i | i | i
Nc1c(C(=O)NCc2ccco2)sc2nc3c(cc12)C(=O)CCC3 | i | i | i | i | i | i | i | 8.6 | i | i | i
O=C1Nc2ccccc2C12OC1CCCCC1O2 (stereo not given) | i | i | i | i | i | i | i | 2.4 | i | i | i
Cc1cc(=O)oc2cc(NC(=O)c3ccccc3Cl)ccc12 | i | i | i | i | i | i | i | -3.2 | i | i | i
CN(C)c1ccc2c3c(ccc(N(C)C)c13)COC2 | i | i | i | i | i | i | i | 2.8 | i | i | i
CC(C)Sc1cc(N2CCOCC2)nc(-c2ccccc2)n1 | i | i | i | i | i | i | i | -4.0 | i | i | i
CCCCOC(=O)c1ccc(NC(=O)CSCc2n[nH]c(=O)[nH]2)cc1 | i | i | i | i | i | i | i | 2.1 | i | i | i
CC(=O)NC(CCS(C)(=O)=O)C(=O)Nc1nccs1 (stereo not given) | i | i | i | i | i | i | i | -5.8 | i | i | i
CCCCCC(=O)N1CC2(CC(c3cccc(NC(=O)CC)c3)=NO2)C[C@H]1C(N)=O (stereo not given in full) | i | i | i | i | i | i | i | 1.3 | i | i | i
CNc1nc(Oc2ccccc2C(=O)OC)nc(SC)n1 | i | i | i | i | i | i | i | 9.8 | i | i | i
CC(C)NC(=O)N1CCCN(c2nc3ccc(Cl)cc3s2)CC1 | i | i | i | i | i | i | i | -0.4 | i | i | i
CCOC(=O)c1ccc(NC(=O)CN2C(=O)NC3(CCCCCC3)C2=O)cc1 | i | i | i | i | i | i | i | 4.6 | i | i | i
c1ccc(-c2ccc(-c3cnc4n3CCCCC4)cc2)cc1 | i | i | i | i | i | i | i | -5.0 | i | i | i
CCCc1sc(N/N=C/c2ccccn2)nc1-c1ccc(Br)cc1 | i | i | i | i | i | i | i | 67.1* | i | i | i
CC(C)CCC(CCN1CCCC1)c1ccc2c(c1)OCO2 (stereo not given) | i | i | i | i | i | i | i | -5.1 | i | i | i
c1ccc(-c2nnc3n2NC(c2ccc4c(c2)OCO4)S3)cc1 (stereo not given) | i | i | i | i | i | i | i | 0.7 | i | i | i
Cc1cccnc1NC(=O)C1CCN(S(=O)(=O)c2ccc3ccccc3c2)CC1 | i | i | i | i | i | i | i | -8.2 | i | i | i
Cc1cccc(OCC(=O)Nc2ccc(N3CCCC3)cc2)c1C | i | i | i | i | i | i | i | 6.6 | i | i | i
O=C(O)c1cccc(NC(=S)NCc2ccccc2)c1 | i | i | i | i | i | i | i | -2.5 | i | i | i

Carrying on.
SMILES | TRPC6 inh | MrgX1 allo act | MrgX1 ag | TRPC4 agonist | ANO1 activ | MrgX1 antag | TRPC4 PAM | SKKanGAS inh | TRPC6 activator | TRPC4 block | TMEM16A inh
CC(=O)c1ccc(OCc2cccc(C(F)(F)F)c2)cc1O | i | i | i | i | i | i | i | -8.9 | i | i | i
CC(=O)c1cccc(CN2CCC(n3nccc3NC(=O)CCc3ccccc3)CC2)c1 | i | i | i | i | i | i | i | 4.3 | i | i | i
COc1ccc(C(=O)Nc2ccc(S(=O)(=O)N3CCOCC3)cc2)cc1OC | i | i | i | i | i | i | i | 5.0 | i | i | i
Cn1cc(C=C2C(=O)CC(C)(C)CC2=O)c2ccccc21 | i | i | i | i | i | i | i | -5.1 | i | i | i
CC(C)c1cccc(C(C)C)c1NC(=S)Nc1cccc(Cl)c1 | i | i | i | i | i | i | i | -9.7 | i | i | i
O=c1nc(NCc2ccco2)sc2ncccc12 | i | i | i | i | i | i | i | -3.0 | i | i | i
CCNC(=O)COC(=O)c1cc(C)nc2ccccc12 | i | i | i | i | i | i | i | -7.5 | i | i | i
COc1ccccc1-c1nnc(NC(=O)c2ccc3ncsc3c2)o1 | i | i | i | i | i | i | i | 20.0 | i | i | i
Cc1ccc(C)c(NC(=S)c2ccccn2)c1 | i | i | i | i | i | i | i | 42.0 | i | i | i
COc1ccc(N2CCCC2)c(NC(=O)COc2ccccc2Cl)c1 | i | i | i | i | i | i | i | -0.2 | i | i | i
O=C(Nc1cccc(F)c1)/C(=C\c1cccnc1)NC(=O)c1cccs1 | i | i | i | i | i | -5.53* | i | -1.3 | i | i | i
COc1ccc(C(CNC(=O)c2oc3ccc(C)cc3c2C)N2CCCCC2)cc1 (stereo not given) | i | i | i | i | i | i | i | -5.6 | i | i | i
Cc1cc(OCC(=O)NC2CC(C)(C)NC(C)(C)C2)c2c(C)c(C)c(=O)oc2c1 | i | i | i | i | i | i | i | -3.7 | i | i | i
COCCOC(=O)C1=C(C)Nc2ncnn2C1c1ccco1 (stereo not given) | i | i | i | i | i | i | i | -1.5 | i | i | i
Cc1cc2nc(-c3ccncc3)cc(C(F)(F)F)n2n1 | i | i | i | i | i | i | i | nt | i | i | i
Cc1cccc(NC(=O)c2cccc(S(=O)(=O)N3CCc4ccccc4C3)c2)n1 | i | i | i | i | i | i | i | -4.5 | i | i | i
CCO[C@@H]1OC(C(=O)N2CCN(Cc3ccc4c(c3)OCO4)CC2)=C[C@H](c2cn(C(C)=O)c3ccccc23)[C@H]1CCCO | i | i | i | i | i | i | i | 2.5 | i | i | i
COCCn1c(=NC(=O)/C=C/c2ccccc2Cl)sc2cc(NC(C)=O)ccc21 | i | i | i | i | i | i | i | -13.5 | i | i | i
O=C(Nc1ccon1)C12CC3CC(C1)CC(n1cnc([N+](=O)[O-])n1)(C3)C2 | i | i | i | i | i | i | i | 14.7 | i | i | i
Cc1ccccc1Nc1nc(N)nc(COC(=O)CC2CC3CCC2C3)n1 (stereo not given) | i | i | i | i | i | i | i | 2.1 | i | i | i
C=CCNc1nc(N)c(C(=C(C#N)C#N)c2ccccc2)s1 | i | i | i | i | i | i | i | 28.1 | i | i | i
Cc1ccc(C23CC4CC(CC(C(=O)OCC(=O)NC5CCS(=O)(=O)C5)(C4)C2)C3)cc1 (stereo not given) | i | i | i | i | i | i | i | -1.7 | i | i | i
O=P(O)(O)CP(=O)(O)O | i | i | i | i | nt | i | i | -0.4 | i | i | i
C=CCN(C(=O)c1csnn1)C(C(=O)NCc1ccc(F)cc1)c1sccc1C (stereo not given) | i | i | i | i | i | i | i | -5.5 | i | i | i
COc1ccc(C(CNC(=O)c2ccc(S(=O)(=O)N3CCCC3)cc2)N(C)C)cc1OC (stereo not given) | i | i | i | i | i | i | i | -0.8 | i | i | i

Remaining list, next part.
SMILES | TRPC6 inh | MrgX1 allo act | MrgX1 ag | TRPC4 agonist | ANO1 activ | MrgX1 antag | TRPC4 PAM | SKKanGAS inh | TRPC6 activator | TRPC4 block | TMEM16A inh
CNC(=S)N/N=C/c1c(C)nn(-c2ccc(F)cc2)c1Cl | i | i | i | i | i | i | i | -6.1 | i | i | i
Cc1ccc(CC(=O)Nc2cc([N+](=O)[O-])ccc2F)cc1 | i | i | i | i | i | i | i | -4.2 | i | i | i
O=S(=O)(Nc1ccccc1)c1ccc(-c2csnn2)cc1 | i | i | i | i | i | i | i | 9.1 | i | i | i
CCc1ccc(Nc2c([N+](=O)[O-])c(=O)oc3ccccc23)cc1 | i | i | i | i | i | i | i | -2.3 | i | i | i
Cc1ccc(S(=O)(=O)N2CCOCC2)cc1C(=O)Nc1c(C)n(C)n(-c2ccccc2)c1=O | i | i | i | i | i | i | i | -3.5 | i | i | i
CCc1ccccc1NC(=O)CN(C)Cc1c(O)ccc2ccccc12 | i | i | i | i | i | i | i | -11.4 | i | i | i
O=c1[nH]c2cc3c(cc2cc1C(c1nnnn1CC1CCCO1)N1CCCC1)OCO3 (stereo not given) | i | i | i | i | i | i | i | 3.1 | i | i | i
O=C(OCC1OC2C(Oc3nc(=O)ccn32)C1O)c1ccccc1 (stereo not given) | i | i | i | i | i | i | i | 1.2 | i | i | i
Nc1cccc(NC(=O)CN2CCOCC2)c1 | i | i | i | i | i | i | i | -1.6 | i | i | i
Cc1ccc(/C=C2/CCc3c([nH]c4ccccc34)C2=O)cc1 | i | i | i | i | i | i | i | -2.1 | i | i | i
CS(=O)(=O)Nc1ccc(S(=O)(=O)NC2CCCCC2)cc1 | i | i | i | i | i | i | i | -5.2 | i | i | i
CCOc1cc(-c2nnc(NC(=O)C3=COCCO3)o2)cc(OCC)c1OCC | i | i | i | i | i | i | i | -4.2 | i | i | i
CC(C(=O)N1CCN(Cc2ccccc2)CC1)c1ccc([N+](=O)[O-])cc1 (stereo not given) | i | i | i | i | i | i | i | -2.1 | i | i | i
